PolyA inhibitor = polyadenylation inhibitors in yeast reporter cells, primary screen, luminescence, S. cerevisiae; S. cerevisiae SKY197-pL101 polyadenylation reporter, beta-gal luminescence; efflux-impaired pdr1/pdr3 knockout yeast; score 100 = 6 SD above DMSO; AID 1875, 2009; calls only at 12 µM; actives 0.02% (n = 300,000);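 active means lowest replicate activity score at least 50, where 100 means six control SD above control mean; inconclusive means lowest score under 50 but half or more replicates reach 50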;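 further: yeast exposed to compound for 9 h at 30 °C; higher score means more reporter readthrough which indicates perturbed polyadenylation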
KCNQ1 block = inhibitors of human KCNQ1 channel, primary screen, cell-based, thallium flux, high-throughput. actives 1.3% (n = 310,000). CHO-K1 KCNQ1, FluxOR thallium flux fluorescence; active compounds read high. B-score at 10 µM. Potassium voltage-gated channel subfamily KQT member 1 (Homo sapiens), P51787;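 active means compounds whose thallium flux B-score, printed positive for inhibition, exceeds three library SD while starting fluorescence stays within three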;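 further: channel opened by potassium depolarization with thallium stimulus after 20 min compound exposure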
TRPC4 agonist = activators of mouse TRPC4 channel, primary screen, Fluo4 calcium, HEK293 TRPC4beta/mu-opioid cells; Short transient receptor potential channel 4 (Mus musculus), Q9QUQ5; Fluo4 calcium fluorescence; active compounds read high; B-score at 10 µM; actives 0.49% (n = 310,000);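 active means B-score above 5 SD of library B-scores, and initial fluorescence ratio not above library mean plus 5 SD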;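 further: positive B-score marks a calcium rise read as TRPC4 activation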
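Assay system: HEK293 stable line with TRPC4beta plus mu-opioid receptor; schedule: 45 min room-temperature Fluo4 loading, 110 s read; technique: kinetic Fluo4 calcium fluorescence; evaluation: integrated baseline-normalised fluorescence ratio, converted to per-well B score; controls: buffer (low) and maximal DAMGO (high)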
KCNK9 inh = KCNK9 potassium channel inhibitors, primary screen, HEK293 cells, thallium flux | actives 1.2% (n = 310,000) | B-score at 10 µM | Potassium channel subfamily K member 9 (Homo sapiens), Q9NPC2 | FluxOR thallium flux fluorescence; active compounds read low;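 active means ratio B-score over 3 SD below the library mean, with starting fluorescence within 5 SD of its mean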;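 further: negative B-score means less thallium flux so channel inhibition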
Dyrk1A ADPGlo = rat Dyrk1A kinase inhibitors, primary screen, biochemical, single point, plate reader; ADP-Glo luminescence, NFATc1 peptide; inhibition, % at 12.5 µM; Dual specificity tyrosine-phosphorylation-regulated kinase 1A (Rattus norvegicus), Q63470; actives 0.43% (n = 310,000); AID 504441, 2011; in the data active means inhibition above about 50%;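 further: plate controls were vehicle with enzyme for no effect and no enzyme for full effect; many of its hits are not listed in these tables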
TRPC4 potent = positive allosteric modulators of TRPC4, primary screen, cell-based, mouse TRPC4beta, HEK293 mu-opioid, Fluo-4 calcium; Short transient receptor potential channel 4 (Mus musculus), Q9QUQ5; DAMGO EC20, Fluo-4 Ca2+ flux; active compounds read high; B-score at 10 µM; actives 0.42% (n = 310,000); AID 2227, 2009;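 active means B-score of calcium response area above 5 SD of library B-scores, with initial fluorescence ratio within 5 SD of library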;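 further: B-score of integrated fluorescence ratio over time as area under calcium response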
TRPC4 block = inhibitors of mouse TRPC4 channel, primary screen, Fluo4 calcium, HEK293 TRPC4beta/mu-opioid cells | actives 0.39% (n = 300,000) | B-score at 10 µM | DAMGO-evoked Fluo4 calcium flux; active compounds read low;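 active means B-score over 3 SD under the library average, no early fluorescence shift, positive overall ratio signal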
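Assay system: HEK293 cells with stable TRPC4beta plus mu-opioid receptor expression; Probe or stimulus: DAMGO in two steps, submaximal then maximal; Dosing: single-point compound dosing; Measured by: Fluo4 calcium-dye fluorescence, kinetic read; Read-out basis: B score from integrated Fluo4 fluorescence ratio.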
KCNK3 inh = human KCNK3 channel inhibitors, primary screen, CHO cells, FluxOR thallium flux, B-score | Potassium channel subfamily K member 3 (Homo sapiens), O14649 | FluxOR fluorescence; active compounds read low | B-score at 10 µM | actives 0.84% (n = 340,000);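 active means B-score under library mean minus 4 SD, starting fluorescence ratio at most library mean plus 5 SD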;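 further: more negative B-score means stronger inhibition of thallium flux through KCNK3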
KCNQ1 pot = potentiators or activators of KCNQ1 channel, primary screen, cell-based, thallium flux, high-throughput; CHO-K1 KCNQ1, thallium flux FluxOR fluorescence; active compounds read high; B-score at 10 µM; actives 0.35% (n = 310,000); AID 2648, 2010;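 active means fluorescence ratio B-score, a plate-corrected score, at least three library SD, with initial intensity B-score within 5 SD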
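Material: CHO-K1 cells stably expressing KCNQ1. Medium: assay buffer for compound exposure, DMSO matched across wells. Reagent: K+/Tl+ depolarizing stimulus. Compound dosing: single-concentration screen. Times: 37 °C overnight plating, 90-min dark dye load, 20-min compound pretreatment. Technique: FluxOR Tl+ flux fluorescence.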
Platelet DG rel = inhibitors of platelet dense granule secretion, primary screen, cell-based, MLPCN, human platelets; human platelet-rich plasma, SFLLRN dense granule ATP release, luminescence; inhibition, %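 (compounds screened at 7.5 µM in platelet-rich plasma)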; actives 0.22% (n = 300,000); AID 1663, 2009;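 active means mean replicate score, as percent of positive control, at or above 50; inconclusive means mean below 50 but at least one replicate at or above 50; inactive means mean and every replicate below 50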
hERG protect = hERG rescue from dofetilide block, primary screen, cell-based, CHO-hERG, FluxOR thallium flux, dofetilide IC70. Voltage-gated inwardly rectifying potassium channel KCNH2 (Homo sapiens), Q12809. activation (rescue from dofetilide block), less the hit threshold, % at 10 µM. dofetilide IC70 present. actives 0.51% (n = 310,000). AID 1511, 2009;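 active means activation above the mean of controls blocked by dofetilide plus 5 SD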;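 further: thallium influx through hERG after potassium depolarization seen as dye fluorescence rise; in these data hits start at about 4.7%; inactives centre near -7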
Target sequence (Q12809 whole entry, looked up): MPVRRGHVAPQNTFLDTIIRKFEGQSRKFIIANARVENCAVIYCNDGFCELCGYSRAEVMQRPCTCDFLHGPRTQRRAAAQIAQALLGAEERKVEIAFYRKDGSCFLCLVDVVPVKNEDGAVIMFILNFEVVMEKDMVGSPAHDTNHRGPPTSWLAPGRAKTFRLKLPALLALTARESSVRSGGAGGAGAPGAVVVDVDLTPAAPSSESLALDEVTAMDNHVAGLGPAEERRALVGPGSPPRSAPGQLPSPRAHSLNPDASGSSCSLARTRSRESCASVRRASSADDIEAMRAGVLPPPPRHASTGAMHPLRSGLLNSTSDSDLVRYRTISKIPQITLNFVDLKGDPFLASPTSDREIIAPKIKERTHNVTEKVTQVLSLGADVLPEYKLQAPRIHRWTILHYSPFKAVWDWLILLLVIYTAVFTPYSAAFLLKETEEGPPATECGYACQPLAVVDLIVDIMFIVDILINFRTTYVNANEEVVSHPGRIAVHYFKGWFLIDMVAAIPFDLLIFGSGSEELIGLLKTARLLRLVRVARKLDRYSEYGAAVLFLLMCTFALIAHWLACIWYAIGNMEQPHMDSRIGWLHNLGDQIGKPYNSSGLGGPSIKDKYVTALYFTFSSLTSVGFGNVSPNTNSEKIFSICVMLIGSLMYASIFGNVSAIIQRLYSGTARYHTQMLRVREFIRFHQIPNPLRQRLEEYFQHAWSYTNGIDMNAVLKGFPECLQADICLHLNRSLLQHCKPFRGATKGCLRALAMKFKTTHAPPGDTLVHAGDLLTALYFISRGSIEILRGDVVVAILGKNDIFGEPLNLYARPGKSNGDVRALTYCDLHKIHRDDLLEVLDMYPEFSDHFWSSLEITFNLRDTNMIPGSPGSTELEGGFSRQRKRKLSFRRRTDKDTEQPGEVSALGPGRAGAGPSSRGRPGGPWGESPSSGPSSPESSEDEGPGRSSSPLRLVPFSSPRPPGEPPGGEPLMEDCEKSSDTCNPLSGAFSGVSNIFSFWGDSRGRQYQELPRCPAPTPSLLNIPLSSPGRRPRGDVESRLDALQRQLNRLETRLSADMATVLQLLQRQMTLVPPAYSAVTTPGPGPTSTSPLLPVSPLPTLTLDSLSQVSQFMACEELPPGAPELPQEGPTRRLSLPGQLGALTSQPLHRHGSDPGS
* hit, by the source's call; i = inactive; ? = inconclusive; / = no result given. An excerpt. The share of hits here may be higher or lower than overall.

SMILES	PolyA inhibitor	KCNQ1 block	TRPC4 agonist	KCNK9 inh	Dyrk1A ADPGlo	TRPC4 potent	TRPC4 block	KCNK3 inh	KCNQ1 pot	Platelet DG rel	hERG protect
Cc1cccc(Nc2nc(N3CCCCC3)nc(N3CCCCC3)n2)c1	i	i	i	i	5	i	i	i	i	-7	-2
COc1cc(O)c(C(CCN2CCN(c3ccccc3)CC2)c2ccc3c(c2)OCO3)c(OC)c1 (centres undefined)	/	i	i	i	0	i	i	i	i	8	-16
Cc1cc(C)cc(OCC(=O)N2N=C(c3cccnc3)CC2(O)C(F)(F)F)c1 (centres undefined)	i	i	i	i	-3	i	i	i	i	-10	-5
O=C(O)c1cccc(N2C(=O)CSC2c2c(F)cccc2Cl)c1 (centres undefined)	i	i	i	i	9	i	i	i	i	3	-15
COc1ccc(C(=O)Nc2cccc(NC(=O)c3cccs3)c2)cc1	i	i	i	i	2	i	i	i	i	7	-8
O=C(Nc1nnc(SCCN2CCOCC2)s1)C1CC(=O)N(c2ccc(F)cc2)C1 (centres undefined)	i	i	i	i	-4	i	i	i	i	1	-8
O=C(Nc1ccc(Cl)cn1)C1COc2ccccc2O1 (centres undefined)	i	i	i	i	0	i	i	i	i	-4	-8
CC(C)OCCCN1C(=O)c2ccccc2C1C(=O)NC1CCCCC1 (centres undefined)	i	i	i	i	-3	i	i	i	i	8	-11
COc1ccc(NC(=O)C(C)SCc2ccccc2)cc1 (centres undefined)	i	i	i	i	2	i	i	i	i	3	1
CCOC(=O)c1c(-c2ccsc2)csc1N	i	i	i	i	13	i	i	i	i	-1	-8
COC(=O)c1ccc(-n2nnnc2SC)cc1	i	i	i	i	4	i	i	i	i	3	-11
Cc1cc(OCC(=O)N(C)C2CCCCC2)cc(C)c1Cl	i	i	i	i	-2	i	i	i	i	1	-10
CNC(=S)NNC(=O)c1cccn(Cc2cccc(C(F)(F)F)c2)c1=O	i	i	i	i	-2	25*	i	i	i	-4	-15
Cn1c(CN2CCCC2)nc2cc(NC(=O)COc3ccc(Cl)cc3)ccc21	i	i	i	i	/	i	i	i	i	11	-8
CCN1C(=O)C(=O)N(CC(=O)Nc2ccccc2Oc2ccccc2)C1=O	i	i	i	i	-2	i	i	i	i	2	3
Cc1ccc2oc(=O)n(CC(=O)O)c2c1	i	i	i	i	-13	i	i	i	i	-6	-10
Cc1nnc(N/N=C/c2ccco2)n1N	i	i	i	i	1	i	i	i	i	-5	-13
O=C(CCC(=O)N(CC(=O)NC1CCCC1)c1ccccc1F)Nc1nccs1	i	i	i	i	-4	i	i	i	i	8	-5
CS(=O)(=O)NCCSCc1c(F)cccc1Cl	i	i	i	i	-3	i	i	i	i	1	-3
CN(C)C(=S)Nc1ccc2c(c1)OCO2	i	i	i	i	-6	i	i	i	i	-1	-7

The closing 2 records of the part before come first, to join the parts.
SMILES	PolyA inhibitor	KCNQ1 block	TRPC4 agonist	KCNK9 inh	Dyrk1A ADPGlo	TRPC4 potent	TRPC4 block	KCNK3 inh	KCNQ1 pot	Platelet DG rel	hERG protect
CS(=O)(=O)NCCSCc1c(F)cccc1Cl	i	i	i	i	-3	i	i	i	i	1	-3
CN(C)C(=S)Nc1ccc2c(c1)OCO2	i	i	i	i	-6	i	i	i	i	-1	-7
COc1ccccc1/C=N/NC(=O)c1ccc(Br)cc1	i	i	i	i	1	i	i	i	i	-2	-6
COc1ccc(C2(CNC(=O)Cc3ccccc3)CCCC2)cc1OC	i	i	i	i	/	i	i	i	i	2	-12
Cc1cccc(NC(=O)CSCC(=O)NNC(=O)c2ccoc2C)c1	i	i	i	i	4	i	i	i	i	-5	-11
CCn1nccc1C(=O)Nc1ccc(C)c(C)c1	i	i	i	i	/	i	i	i	i	17	-5
CNS(=O)(=O)c1cccc(C(=O)OCC(=O)Nc2cc(F)ccc2F)c1	i	i	i	i	-3	i	i	i	i	-6	-3
CCOC(=O)c1nnc2cc(C)nn2c1C	i	i	i	i	/	i	i	i	i	-2	-8
COC(=O)CN(C)C(=O)c1ccccc1OC1CCN(S(C)(=O)=O)CC1	i	i	i	i	-2	i	i	i	i	-8	-3
COc1ccc(C(=O)N/C(=C/c2cccc3ccccc23)C(=O)NCCc2c[nH]c3ccccc23)cc1OC	i	i	i	i	5	i	i	i	i	6	-8
CCSc1nc2nc(C)cc(C)n2n1	i	i	i	i	-8	i	i	i	i	4	1
COc1ccccc1NC(=O)CCN1CCN(c2ccc(Cl)cc2)CC1	i	i	i	i	17	i	i	i	i	9	0
Fc1ccc(CSc2nsc(SCc3ccc(F)cc3)n2)cc1	i	i	i	i	-3	i	i	i	i	2	-9
CCc1ccccc1NC(=S)N(CCCN1CCOCC1)Cc1cccs1	i	i	i	i	2	i	i	i	i	9	-12
CC(C)c1onc(C(=O)N(C)C2CCCCC2)c1[N+](=O)[O-]	i	i	i	i	0	i	i	i	i	-4	-11
C=CCSc1nnc(-c2ccccc2N=Cc2c(C)[nH]n(-c3ccccc3)c2=O)c(=O)[nH]1	i	i	i	i	-8	i	i	i	i	9	-22
Cc1c(C(=O)N2CCOCC2)c(S(=O)(=O)Nc2ccc(OC(F)(F)F)cc2)c(C)n1C	i	i	i	i	4	i	i	i	i	2	-5
CN(CC(=O)Nc1cccc(F)c1)C(=O)c1cn(-c2ccccc2)nc1-c1ccccc1	i	8*	i	i	-4	i	i	i	i	0	-19
O=C(c1ccc(S(=O)(=O)N2CCCC2)cc1)N1CCCc2ccccc21	i	i	i	i	0	i	i	i	i	1	-4
CC12CCC(=O)N1C(C(=O)NNC(=O)COc1cccc(C(F)(F)F)c1)CS2 (centres undefined)	i	i	i	i	3	i	i	i	i	/	-15
O=C(OCC(=O)N1CCCCCC1)c1ccc(S(=O)(=O)N2CCOCC2)cc1	i	i	i	i	-2	i	i	i	i	-1	-6
Cc1ccc(-n2nnc3c(=O)n(CC(=O)NCC4CCCO4)cnc32)cc1 (centres undefined)	i	i	i	i	6	i	i	i	i	6	-10
COc1ccc(-c2csc(NC(=O)C3CSC4(C)CCC(=O)N34)n2)cc1OC (centres undefined)	i	i	i	i	/	i	i	i	i	15	-14
COc1ccc(N2CCN(C(=O)c3ccc(Cn4nc(C)c([N+](=O)[O-])c4C)o3)CC2)cc1	i	i	i	i	/	i	i	i	i	-5	-9
COc1cccc(Cn2nnc3c(=O)[nH]c(C4CCCN(C(=O)c5ccccc5Cl)C4)nc32)c1 (centres undefined)	i	i	i	i	-4	i	i	i	i	-2	-8
CC(=O)Nc1ccc(C(=O)Nc2nc(-c3cc(C)n(Cc4ccccc4)c3C)cs2)cc1	i	i	i	i	-11	i	i	i	i	-5	-3
COc1ccc(C(=O)COC(=O)COc2cccc3c2OC(C)(C)C3)c(OC)c1	i	i	i	i	5	i	i	i	i	-1	-10
O=C1CC(c2ccccc2)n2nc(NS(=O)(=O)c3ccccc3)nc2N1 (centres undefined)	/	i	i	i	-3	i	i	i	i	/	-1
COCCn1c(N)c(Sc2ccccc2)c(=O)[nH]c1=O	i	i	i	i	-7	i	i	i	i	3	-6
Cc1sc(N)c(C#N)c1C	i	i	i	i	8	i	i	i	i	-3	-4
O=C(Nc1ccc2c(c1)OCCO2)c1cnc2ccccn2c1=O	i	i	i	i	2	i	i	i	i	14	-8
CCN(CC)S(=O)(=O)c1cccc(-n2c(O)c(C=Nc3ccccc3C(=O)O)c3ccccc3c2=O)c1	i	i	i	i	-1	i	i	i	i	7	-13
O=C(O)CC1(CC(=O)Nc2cccc(C(=O)O)c2)CCCC1	i	i	i	i	/	i	i	i	i	-9	-4
CCCn1c(=O)c2c(C(F)(F)F)cc(-c3ccco3)nc2n(CCC)c1=O	i	i	i	i	2	i	i	i	i	0	-10
Cc1ccc(S(=O)(=O)N2CCCC2CNC(=O)C(=O)NC2CCCC2)cc1 (centres undefined)	i	i	i	i	-5	i	i	i	i	8	-16
COc1ccc(-c2noc(-c3ccccc3Cl)n2)cc1OC	i	i	i	i	-4	i	i	i	i	0	-7
N#CCc1c(C#N)c(N)nc(N2CCCC2)c1C#N	i	i	i	i	10	i	i	i	i	1	-1
COC(=O)CCSc1nccn1Cc1ccccc1	i	i	i	i	12	i	i	i	i	-1	-13
COC(=O)c1ccc(NC(=O)c2ccc(NC(=O)C3CCCO3)cc2)cc1 (centres undefined)	i	i	i	i	/	i	i	i	i	0	-7
Cc1ccc(Cn2cccc(NC(=O)CCC3CCCC3)c2=O)cc1	i	i	i	i	13	i	i	i	i	-2	-10
O=C(OCc1cncs1)c1ccccc1Cl	i	i	i	i	-6	i	i	i	i	1	-15
Cc1nn(CC(=O)NCCC2=CCCCC2)c(C)c1[N+](=O)[O-]	i	i	i	i	5	i	i	i	i	2	-13
CC(Oc1ccccc1Cl)C(=O)N(Cc1cccs1)C1CCS(=O)(=O)C1 (centres undefined)	i	i	i	i	7	i	i	i	i	19	-12
CC(C(=O)OCC(=O)c1ccc(F)cc1)N1C(=O)C2C3C=CC(C3)C2C1=O (centres undefined)	i	i	i	i	5	i	i	i	i	16	-4
Cc1sc(NC(=O)COc2ccccc2)c(C#N)c1C	i	i	i	i	5	i	i	i	i	-2	-9
Cc1cccc(NC(=S)NCc2ccncc2)c1C	i	i	i	i	1	i	i	i	i	?	-9
O=C1c2ccccc2NC(c2ccccc2Br)N1CCCN1CCOCC1 (centres undefined)	i	i	i	i	-4	i	i	i	i	19	-8

High-throughput results (PubChem BioAssay)
